PNC inhibitor: perinucleolar compartment assembly inhibition; PC3M PTB-GFP, PNC prevalence imaging, 16 h; active compounds read low; activity change (PNC), negative = inhibition, % at 10 µM; 140,000 compounds, 3.1% hits; AID 2417;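 active means readout at or below -70, meaning at least 70% loss of cells showing the perinucleolar compartment, a nuclear body marking cancer cells; inconclusive means readout between -30 and a set limit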;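 further: plate controls were DMSO wells for no effect and camptothecin positive control wells for full effect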
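PC3M cells stably expressing PTB-GFP, 750–1000 cells/well, treated 16 h at 37 °C with compound (23 nl of library stock), in duplicate. After paraformaldehyde fixation and Hoechst stain, imaged at 20x; PNC prevalence scored by image analysis.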
12-hLO inh: inhibitors of human 12-lipoxygenase (ALOX12); P18054; purified 12-hLO, xylenol orange hydroperoxide absorbance; Potency, µM (series often up to 57.1 µM), inactives show top-dose activity change, negative = inhibition, actives largely listed as inhibitors; 150,000 compounds, 0.12% hits; further: potency means the concentration at half of the fitted maximal effect; nearly all actives have a fitted effect of over 55% in size; many of its hits are not listed in these tables
Target sequence (P18054 whole entry, looked up): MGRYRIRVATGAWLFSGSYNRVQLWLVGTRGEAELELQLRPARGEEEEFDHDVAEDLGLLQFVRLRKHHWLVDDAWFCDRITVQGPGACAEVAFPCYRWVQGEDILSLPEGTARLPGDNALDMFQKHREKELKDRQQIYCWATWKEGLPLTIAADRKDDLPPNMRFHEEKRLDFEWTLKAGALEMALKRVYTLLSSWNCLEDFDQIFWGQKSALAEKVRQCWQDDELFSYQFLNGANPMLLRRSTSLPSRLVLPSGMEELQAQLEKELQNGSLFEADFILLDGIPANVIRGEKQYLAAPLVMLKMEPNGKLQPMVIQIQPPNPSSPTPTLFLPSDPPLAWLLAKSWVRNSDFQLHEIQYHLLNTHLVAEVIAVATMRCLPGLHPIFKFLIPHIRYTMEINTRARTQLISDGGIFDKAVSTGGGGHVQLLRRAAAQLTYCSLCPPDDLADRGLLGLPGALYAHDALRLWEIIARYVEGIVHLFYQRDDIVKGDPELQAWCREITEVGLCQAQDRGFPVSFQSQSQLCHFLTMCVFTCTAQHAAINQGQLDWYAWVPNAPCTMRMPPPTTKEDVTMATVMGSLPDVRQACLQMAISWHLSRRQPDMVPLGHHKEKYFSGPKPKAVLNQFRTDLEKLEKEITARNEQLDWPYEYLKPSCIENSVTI
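150 nM 12hLO, 25 mM Hepes pH 7.0 + 0.01% Triton X-100; cpd preinc 15 min RT; 40 uM arachidonic acid, 30 min RT; Fe-XO 30 min; A573/A405 ratio as read-out.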
IMPase inh: IMPase inhibition in cells; P97697; CHO-M1 cells, IP1 accumulation, HTRF TR-FRET ratio; inhibition (IP1 accumulation), % at 46.1 µM; 120,000 tested, under 10 active; active means well fitted curve in the direction sought with a large enough effect in the signal ratio, not every such curve was filed as active; inconclusive means small, poorly fitted or top-dose-only effect, or a change in a side signal; inactive means no such curve, though single readings can be large or run the other way; the % refers to the signal ratio;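 further: cells stimulated with carbachol in lithium chloride buffer; plate controls were DMSO basal wells for no effect and reference inhibitor wells for full effect; higher means more IMPase inhibition seen as more IP1 and lower FRET ratio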
Target sequence (P97697 whole entry, looked up): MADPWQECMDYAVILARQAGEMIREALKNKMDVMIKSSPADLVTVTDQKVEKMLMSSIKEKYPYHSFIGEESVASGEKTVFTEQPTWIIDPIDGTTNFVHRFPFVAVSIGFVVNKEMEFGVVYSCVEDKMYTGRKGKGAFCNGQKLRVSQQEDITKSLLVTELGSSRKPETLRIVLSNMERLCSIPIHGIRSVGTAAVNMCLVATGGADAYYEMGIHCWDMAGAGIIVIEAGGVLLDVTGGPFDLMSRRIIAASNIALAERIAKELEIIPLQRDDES
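Seeded CHO-M1 cells were dosed with compound at up to 46 uM, stimulated with carbachol for 30 min, then lysed in IP-One detection reagents. Higher IP1 lowers the TR-FRET signal.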
15-hLO-2 inh: inhibitors of human 15-lipoxygenase 2 (ALOX15B) | Potency, µM (highest dose often 57.1 µM), without a hit: at the top dose activity change, negative = inhibition, usual class: inhibitors | 110,000 compounds, 0.56% hits | purified 15hLO-2, xylenol orange hydroperoxide absorbance; further: potency means the concentration at half of the fitted maximal effect; nearly all actives have a fitted effect of over 60% in size; many of its hits are not listed in these tables
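Read-out: hydroperoxide product oxidises ferrous iron, measured as xylenol orange complex via the 573-to-405 nm absorbance ratio after 30 min. Reaction: 50 nM enzyme, 15 min compound preincubation, 45 uM arachidonic acid, 90 min RT, Hepes pH 7.5 with Triton X-100.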
Active calls of the source: *; u = inconclusive; x = not tested or not shown; [ ] = another dose, or the depositor's remark. Unless noted, the call rests on the fitted dose curve; in most records, active means well fitted curve in the direction sought with a large enough effect; inconclusive means small, poorly fitted or top-dose-only effect, or another doubt; inactive means no such curve, though single readings can be large; an effect the other way counts as inactive or inconclusive. Unless noted, on the % scale 0 is the no-effect control and ±100 the full control effect. A portion of the library; count on the stated rates, not on these rows.

SMILES	PNC inhibitor	12-hLO inh	IMPase inh	15-hLO-2 inh
CC1=CC(C)(C)N2C(=O)C3(C(C#N)=C(N)Oc4cc(C)oc(=O)c43)c3cccc1c32 (stereo not given)	u	-1%	0	-3%
CCS(=O)(=O)N1CCC(C(=O)NCCCN2CCCC2)CC1	32	2%	1	u
COc1ccc(N2CCN(Cc3nc4c(c(=O)[nH]c(=O)n4C)n3CCCc3ccccc3)CC2)cc1	73	7%	5	x
CCCOc1c(Cl)cc(/C=N/O)cc1OCC	-1	-19%	5	5%
Cc1cc(OCC(=O)Nc2ccc(N3CCN(C(=O)c4ccco4)CC3)cc2)cc(C)c1Cl	-16	7%	8	1%
O=C(NCc1ccc2c(c1)OCO2)c1cc2n(n1)C(C(F)(F)F)CC(c1ccc3c(c1)OCO3)N2 (stereo not given)	18	-10%	-5	-7%
O=C(/C=C/c1cc([N+](=O)[O-])ccc1OC(F)F)NCc1ccc(Cl)cc1	-27	-8%	-14	9%
COc1cc2nc(=S)n3[nH]c(CCn4c(C)nc5ccccc54)nc3c2cc1OC	19	-6%	10	-20%

Other compounds follow:
SMILES	PNC inhibitor	12-hLO inh	IMPase inh	15-hLO-2 inh
Oc1ccc(CNCc2ccccc2)c2cccnc12	x	-20%[11.4 µM]	x	38%[activator][11.4 µM]
COCCN(CC(=O)NCc1ccc2c(c1)OCO2)C(=O)CCC(=O)Nc1nccs1	-100*	2%	-10	x
COc1ccc(C(=O)C[n+]2ccc(C)cc2)cc1	u	2%	x	x
COc1ccc(OC)c(C2C(C(C)=O)=C(O)C(=O)N2CCN2CCOCC2)c1 (stereo not given)	25	2%	11	-15%
CCc1nnc(NC(=O)CCC(=O)Nc2ccccc2)s1	u	1%	2	-3%
CCn1cc(C(=O)Nc2sc(C)c(C)c2C(=O)OC)cn1	u	2%	x	x
COc1nc(NCc2ccco2)nc(NC2CCCCC2)n1	u	-1%	11	x
O=C(CSc1nnnn1-c1ccccc1)Nc1ccc(Cl)cc1	14	-12%	-12	6%

Additional structures follow.
SMILES	PNC inhibitor	12-hLO inh	IMPase inh	15-hLO-2 inh
O=C(NCCc1ccccc1)C1CCCN(S(=O)(=O)c2cccc3nsnc23)C1 (stereo not given)	21	-2%	-1	x
Cc1ccc(CNC(=O)c2ccccc2NC(=O)CSc2nnnn2C)cc1	u	-5%	3	-5%
O=C(CN(Cc1ccc(F)cc1)S(=O)(=O)c1ccccc1)N1CCCCC1	u	-5%	2	6%
CCOC(=O)N1CCN(S(=O)(=O)c2c(C)cc(C)cc2C)CC1	20	-6%	1	12%
CSCC[C@H](NC(=O)C1CCN(S(=O)(=O)c2ccc(C)cc2)CC1)C(=O)NCC1CCCO1 (stereo not given in full)	18	-5%	0	-2%
COc1ccc(Cl)cc1S(=O)(=O)N1CCN(C(=O)c2cc(OC)c(OC)c(OC)c2)CC1	-30	1%	0	8%
CCCCN(CC)CCNC(=O)c1cc2c(C)nc3ccccc3c2o1	u	9%	-3	x
CCCCCOP(=O)(OCCCCC)C1(NS(=O)(=O)c2ccccc2)C=CC(=O)c2ccccc21 (stereo not given)	-20	-27%	5	u

Following part
SMILES	PNC inhibitor	12-hLO inh	IMPase inh	15-hLO-2 inh
O=C(c1ccccc1)c1ccc(OCCCCN2CCCCC2)cc1	-13	-6%	12	-11%
O=C(N/N=C\c1cccc(OC(=O)c2ccco2)c1)c1ccc2c(c1)OCO2	u	-4%	x	x
Cc1cc(/C=C2/SC(=O)N(CC(=O)OC(C)C)C2=O)c(C)n1C	u	-27%	14	-30%
Cn1cc(C(=O)Nc2cccc(F)c2)cn1	63	6%	-1	-8%
CCc1cc(C(N)=O)c(NC(=O)c2ccc(OC)cc2)s1	-17	2%	x	x
CCC(C)(C#CCN1CCCCC1)OCCC#N (stereo not given)	-29	-5%	x	x
COC(=O)c1cn(C(=O)c2ccco2)c2ccccc12	46	-4%	-5	4%
Cc1ccc(N2C(=O)CCSC23C(=O)Nc2ccccc23)cc1 (stereo not given)	15	-3%	2	-2%

Next section.
SMILES	PNC inhibitor	12-hLO inh	IMPase inh	15-hLO-2 inh
COc1ccc(O)c(/C=N/NC(=O)c2ccc(CSc3nc(C)cc(C)n3)cc2)c1	8	-1%	x	x
CCn1cc(C(=O)NCC2CCCO2)c(=O)c2cc(S(=O)(=O)N3CCC(C)CC3)ccc21 (stereo not given)	u	-4%	10	12%
COc1cccc(-n2c(SCC(=O)NC3CCCC3)nnc2-c2ccco2)c1	u	-3%	5	x
O=c1c(O)c(-c2ccc(O)cc2)oc2cc(O)cc(O)c12	x	-8%	20	u
C=CCNc1nc2c(c(=O)n(C)c(=O)n2C)n1CCCCCC	-15	0%	2	1%[2.29 µM]
Cn1c(N/N=C/c2cc3ccccc3nc2Cl)nc2ccccc21	31	1%	x	x
CCOC(=O)CON1C(=O)C(C)(C)N(OCC(=O)OCC)C(=O)C1(C)C	30	-1%	1	-2%
O=c1oc2cc(Br)ccc2n1CSC1=NCCS1	-20	-14%	2	-17%

Further entries.
SMILES	PNC inhibitor	12-hLO inh	IMPase inh	15-hLO-2 inh
NNC(=O)CSc1c(-c2cccs2)[nH]c2ccccc12	41	-2%	x	x
CC(C)(C)NC(=O)C1CCN(S(=O)(=O)c2ccc(Br)cc2)CC1	-7	-2%	2	2%
Cc1c(-c2nc(N)nc(Nc3ccccc3)n2)oc2ccccc12	22	-7%	11	10%
Cn1c(=O)c2c(ncn2CC(=O)OCC(=O)NCc2ccc(Cl)cc2)n(C)c1=O	u	-1%	11	x
CCCS(=O)(=O)c1snnc1C	33	-3%	-4	5%
C=CCC(C)(NCc1ccccc1)c1ccccc1 (stereo not given)	18	-1%	-7[1.84 µM]	6%[11.4 µM]
Nc1nc(NCc2c(F)cccc2Cl)nn1-c1ccccc1	u	1%	-3	31%[activator]
CC1=C(C#N)C(Nc2cccc(C)n2)(C(F)(F)F)C(=O)N1 (stereo not given)	u	-4%	-2	-6%

One compound at a time, from the list above. Screens in order: PNC inhibitor | 12-hLO inh | IMPase inh | 15-hLO-2 inh
NNC(=O)CSc1c(-c2cccs2)[nH]c2ccccc12 in the list: 41 | -2% | x | x
COc1nc(NCc2ccco2)nc(NC2CCCCC2)n1 in the list: u | -1% | 11 | x
Cc1cc(OCC(=O)Nc2ccc(N3CCN(C(=O)c4ccco4)CC3)cc2)cc(C)c1Cl in the list: -16 | 7% | 8 | 1%
Cn1c(=O)c2c(ncn2CC(=O)OCC(=O)NCc2ccc(Cl)cc2)n(C)c1=O in the list: u | -1% | 11 | x

Next section:
SMILES	PNC inhibitor	12-hLO inh	IMPase inh	15-hLO-2 inh
CC(=O)N1CCN(Cc2nc3cc(NC(=O)C4CCCCC4)ccc3n2C)CC1	-24	-6%	-11	-4%
O=C(CSCc1ccc(Cl)cc1)Nc1ccc2c(c1)OCCO2	33	-10%	8	-8%
COC(=O)c1ccc(CSc2nnc(CNC(=O)COc3ccc(Cl)cc3)o2)o1	24	-2%	4	-1%
c1ccc(-c2cn3c(n2)-c2ccccc2C3)cc1	43	-2%	7	x
CCCOC(=O)C(C)n1c(-c2ccccc2)nc2ccccc2c1=O (stereo not given)	27	-1%	2	17%
CCOC(=O)N1CCC(N2Cc3cccc(C(=O)Nc4ccc(F)cc4)c3C2=O)CC1	41	-8%	6	5%
O=C(NCc1cccs1)c1cc(-c2cccs2)on1	7	-3%	6	7%
CCOC(=O)Cc1csc(N/N=C\c2cccc(Br)c2)n1	44	-13%	2	-29%

Additional results
SMILES	PNC inhibitor	12-hLO inh	IMPase inh	15-hLO-2 inh
CCOC(=O)Cn1c(=O)oc2cc(S(=O)(=O)N(C)Cc3ccco3)ccc21	-17	-6%	5	-3%
CCNc1sc(C(=O)c2cccs2)c(N)c1C#N	20	-29%	1	-7%
COc1ccc(/C=C/C(=O)OCCC(C)C)cc1	x	1%[0.00818 µM]	x	11%[0.0915 µM]
COC(=O)c1ccccc1NC(=O)/C=C/c1cc(OC)c(OC)c(OC)c1	17	-1%	11	8%
Cn1nnnc1SCC(=O)Nc1nc2c(s1)CCCC2	-11	1%	7	4%
COc1ccc(C)cc1NC(=O)C(OC(=O)c1ccc(Cl)c(S(=O)(=O)N(C)c2ccccc2)c1)c1ccccc1 (stereo not given)	24	7%	6	x
O=C(c1ccc(-c2cccc(C(F)(F)F)c2)o1)N1CCOCC1	17	-3%	7	-2%
CCOC(=O)c1c(N2C(=O)C3C4C=CC(C4)C3C2=O)sc2c1CCC(C)C2 (stereo not given)	-9	-6%	0	x

Entries shown so far that contain a cyano group, in the order listed:
SMILES	PNC inhibitor	12-hLO inh	IMPase inh	15-hLO-2 inh
CC1=CC(C)(C)N2C(=O)C3(C(C#N)=C(N)Oc4cc(C)oc(=O)c43)c3cccc1c32 (stereo not given)	u	-1%	0	-3%
CCC(C)(C#CCN1CCCCC1)OCCC#N (stereo not given)	-29	-5%	x	x
CC1=C(C#N)C(Nc2cccc(C)n2)(C(F)(F)F)C(=O)N1 (stereo not given)	u	-4%	-2	-6%
CCNc1sc(C(=O)c2cccs2)c(N)c1C#N	20	-29%	1	-7%

(more compounds)
SMILES	PNC inhibitor	12-hLO inh	IMPase inh	15-hLO-2 inh
O=C(c1cccc([N+](=O)[O-])c1)N1CCN(c2ccc(Cl)cc2)CC1	-19	-4%	x	x
CC1Cc2ccccc2N1C(=O)C1CCCN(S(=O)(=O)c2cccc3nsnc23)C1 (stereo not given)	-24	-4%	3	-7%
CC(C)CC(NC=C1C(=O)OC(C)(C)OC1=O)C(=O)O (stereo not given)	-2	1%	1	-3%
Cc1ccc(CSCCC(=O)NCCC2=CCCCC2)cc1	-13	-11%	-3	x
O=C(Nc1cccc(C(F)(F)F)c1)Nc1ccc(N2CCCC2)c(S(=O)(=O)Nc2ccccc2Cl)c1	18	-6%	x	x
Cc1ccc2cc(CCNC(=O)Cc3cccs3)c(=O)[nH]c2c1	9	0%	x	x
COc1ccc(S(=O)(=O)NCCC(=O)NCc2ccc(F)cc2)cc1	30	-3%	3	-7%
Nc1nc(CSC(=S)N2CCOCC2)nc(Nc2ccccc2)n1	10	-1%	x	x

Continued.
SMILES	PNC inhibitor	12-hLO inh	IMPase inh	15-hLO-2 inh
CC(=O)N/C(=C/c1ccccc1)C(=O)NC(Cc1ccccc1)C(=O)O (stereo not given)	45	0%	x	x
CCc1ccccc1NC(=O)CSc1nc2ccccc2n1CC(=O)N1CCCC1	180	3%	-8	x
COc1ccc(C2=NN(S(C)(=O)=O)C(c3ccc4nccnc4c3)C2)cc1 (stereo not given)	-27	-3%	x	x
O=C(Nc1cccc([N+](=O)[O-])c1)c1cnccn1	-4	-7%	x	x
CC(C)n1c(SCC(=O)Nc2ccccc2)nc2c1c(=O)n(C)c(=O)n2C	-23	3%	6	x
CCC(=O)Nc1cccc(C(=O)OCC(=O)c2ccccc2Cl)c1	48	5%	4	-3%
O=C(CN1CC(=O)Oc2ccccc21)OCC(=O)c1ccccc1	1	-19%	2	24%
O=C(NCCc1ccccc1)c1ccc(-n2cnnn2)cc1	-29	3%	6	9%
N=C(N)c1ccc(OCCCCCOc2ccc(C(=N)N)cc2)cc1 (tested in a mixture with another compound)	x	7%	13	48%[activator]

From PubChem BioAssay
